Screening results: PubChem, several laboratories
Ba/F3 V617F tox: reduce viability of Ba/F3 cells dependent on JAK2V617F | AID 1446 | inhibition, % at 5.6 µM | Ba/F3 EpoR-JAK2V617F viability, ATP luminescence | hit rate 1.1% among 220,000;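 active = inhibition above the campaign mean plus 3 SD over all tested compounds, cut at about 24% in these data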;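 note: cytokine-independent growth of Ba/F3 cells driven by EpoR plus mutant JAK2; 0% = DMSO-treated cells and 100% = JAK inhibitor I control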
PERK inhibitor: inhibitors of human PERK kinase; Q9NZJ5; hit rate 0.17% among 220,000; inhibition, % at 5.6 µM; CHO PERK-DD fusion, SEAP luminescence translation reporter;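 active = inhibition above the mean inhibition of all tested compounds plus 3 SD, set separately per screening campaign, cut at about 2.9% in these data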;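 note: PERK kinase domain activated by AP20187 dimerizer at 100 nM; 0% = DMSO with dimerizer and 100% = rapamycin at 8.4 µM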
Target sequence (Q9NZJ5 whole entry, looked up, the tested form may be a part): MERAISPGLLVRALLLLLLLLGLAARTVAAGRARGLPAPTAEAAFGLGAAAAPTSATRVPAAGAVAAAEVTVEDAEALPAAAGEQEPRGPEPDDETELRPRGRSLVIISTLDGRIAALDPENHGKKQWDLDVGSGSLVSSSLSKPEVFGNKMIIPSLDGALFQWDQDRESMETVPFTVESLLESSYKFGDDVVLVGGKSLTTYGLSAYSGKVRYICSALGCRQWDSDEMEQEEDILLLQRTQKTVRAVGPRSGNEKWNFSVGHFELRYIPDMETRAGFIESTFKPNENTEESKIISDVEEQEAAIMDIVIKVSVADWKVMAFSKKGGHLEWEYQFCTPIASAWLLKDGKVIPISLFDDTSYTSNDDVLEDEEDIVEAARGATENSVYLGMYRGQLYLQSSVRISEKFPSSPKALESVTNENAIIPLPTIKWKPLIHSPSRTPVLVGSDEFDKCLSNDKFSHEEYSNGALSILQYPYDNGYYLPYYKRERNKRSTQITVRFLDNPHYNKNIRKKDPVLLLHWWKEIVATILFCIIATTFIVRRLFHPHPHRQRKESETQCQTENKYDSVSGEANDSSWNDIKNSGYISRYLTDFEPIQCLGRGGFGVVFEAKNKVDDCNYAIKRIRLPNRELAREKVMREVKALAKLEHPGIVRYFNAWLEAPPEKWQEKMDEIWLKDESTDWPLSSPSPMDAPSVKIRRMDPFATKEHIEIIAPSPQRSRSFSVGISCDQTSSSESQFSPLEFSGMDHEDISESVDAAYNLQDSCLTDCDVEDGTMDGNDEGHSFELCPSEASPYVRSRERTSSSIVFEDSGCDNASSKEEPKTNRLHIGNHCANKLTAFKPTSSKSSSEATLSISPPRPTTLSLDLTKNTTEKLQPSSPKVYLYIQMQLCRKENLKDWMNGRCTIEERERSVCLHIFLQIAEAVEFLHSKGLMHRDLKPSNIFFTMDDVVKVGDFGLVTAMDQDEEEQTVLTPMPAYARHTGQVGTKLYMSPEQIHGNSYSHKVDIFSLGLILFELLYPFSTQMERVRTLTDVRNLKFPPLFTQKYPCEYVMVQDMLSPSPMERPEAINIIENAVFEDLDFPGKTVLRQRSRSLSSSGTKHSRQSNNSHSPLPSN
Calpain2 inh: inhibitors of pig calpain II; purified calpain II, fluorogenic peptide substrate, 30 min; inhibition, % at 16 µM; hit rate 0.37% among 220,000;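 active = inhibition above about 50%, limit read from the data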
TRPML3 agonist: activates the human TRPML3 channel. activation, % at 3 µM. Q8TDD5. HEK293 TRPML3-YFP, Fluo-8 calcium fluorescence; 100% = the carbachol control signal. hit rate 0.29% among 220,000;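 active = activation above its plate's cutoff, the mean activation of the plate's test wells plus 3 SD, cut at about 12% in these data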;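 note: 0% = DMSO only wells and 100% = carbachol wells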
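Test system: TRPML3-YFP stable HEK293 cells. Doses: single point at 3 µM. Incubation: dye loading 1 h 37 °C then 30 min ambient, 125 s read. Signal: Fluo-8 calcium dye fluorescence, ex 470-495, em 515-575 nm. Measure: percent activation from peak-to-basal fluorescence ratio, scaled between DMSO and carbachol.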
zfTRPN1 agonist: zebrafish TRPN1 (NompC) channel agonism. HEK293 zebrafish TRPN1-YFP, Fluo-8 calcium fluorescence; 100% = response to 87 µM carbachol. activation, % at 3 µM. hit rate 0.18% among 220,000. AID 1424;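 active = activation above its plate's cutoff, the mean activation of test wells on that plate plus 3 SD, cut at about 19% in these data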;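 note: 0% = DMSO alone and 100% = 87 µM carbachol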
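Material: zebrafish TRPN1-YFP in HEK293 cells; Doses: single test compound dose, 3 µM nominal, 0.3% DMSO; Timing: dye loading 1 h at 37 °C, then 30 min room temperature; Technique: intracellular calcium fluorescence with Fluo-8; Benchmarks: high carbachol 87 µM, low DMSO alone.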
S1P4 antagonist: human S1P4 receptor antagonism; AID 1510; S1P4-expressing cells, antagonist mode, reporter read-out; O95977; inhibition, % at 4.98 µM; hit rate 0.26% among 220,000; in the data active = inhibition above about 29%;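 note: 0% = wells stimulated with agonist and 100% = vehicle wells without agonist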
EP2 modulator: EP2 receptor (human) modulation; P43116; EP2-expressing cells, cAMP HTRF FRET, PGE2 co-stimulation; induction, % at 25 µM; hit rate 0.83% among 260,000;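 active = compounds whose cAMP rise, as percent of the full-agonist control response, exceeds 60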;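 note: rat C6 glioma line stably carrying human EP2 under a CMV promoter; the protocol text gives 20 µM as final concentration; 100% = response of wells given 1 µM PGE2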
S1P4 agonist: activates the human S1P4 receptor | activation, % at 4.98 µM | O95977 | AID 1509 | S1P4-expressing cell line, agonist reporter assay | hit rate 0.35% among 220,000; in the data active = activation above about 11%;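 note: 0% = DMSO vehicle and 100% = reference agonist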
BaF3 tox: counter-screen for JAK2V617F inhibitors: parental Ba/F3 viability inhibitors. CellTiter-Glo ATP luminescence. inhibition, % at 5.6 µM. hit rate 1.1% among 220,000;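 active = inhibition above a per-campaign cutoff, the mean inhibition of all tested compounds plus 3 SD, cut at about 27% in these data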;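 note: 0% = DMSO wells and 100% = JAK Inhibitor I control wells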
Starred values were filed as active, the others as inactive; i = inactive; · = not tested or not shown.

The opening 3 compounds (preview)
SMILES	Ba/F3 V617F tox	PERK inhibitor	Calpain2 inh	TRPML3 agonist	zfTRPN1 agonist	S1P4 antagonist	EP2 modulator	S1P4 agonist	BaF3 tox
CC(c1nnc(SCC(=O)c2c(N)n(C)c(=O)n(C)c2=O)n1-c1ccc(Cl)cc1)N(C)C (centres undefined)	-3	1.4	-22	0.5	-0.4	-24	22	-0.3	1
Cc1cccc(N2CCN(C(=O)C3CCN(S(=O)(=O)c4cnc[nH]4)CC3)CC2)c1C	4	-0.2	0	0.8	0.6	-2	9	-0.5	4
O=C(NC1CC2CCCC(C1)N2S(=O)(=O)c1ccccc1)c1ccco1 (centres undefined)	1	-0.6	9	0.7	-0.3	-15	-30	1.0	1

The whole of this part (from the top)
SMILES	Ba/F3 V617F tox	PERK inhibitor	Calpain2 inh	TRPML3 agonist	zfTRPN1 agonist	S1P4 antagonist	EP2 modulator	S1P4 agonist	BaF3 tox
CC(c1nnc(SCC(=O)c2c(N)n(C)c(=O)n(C)c2=O)n1-c1ccc(Cl)cc1)N(C)C (centres undefined)	-3	1.4	-22	0.5	-0.4	-24	22	-0.3	1
Cc1cccc(N2CCN(C(=O)C3CCN(S(=O)(=O)c4cnc[nH]4)CC3)CC2)c1C	4	-0.2	0	0.8	0.6	-2	9	-0.5	4
O=C(NC1CC2CCCC(C1)N2S(=O)(=O)c1ccccc1)c1ccco1 (centres undefined)	1	-0.6	9	0.7	-0.3	-15	-30	1.0	1
Cc1ccccc1N1C(=O)CC1(C#N)c1ccc(OCc2ccccc2)cc1 (centres undefined)	-6	0.7	-5	0.1	-1.7	9	-57	-0.2	3
CCn1nc2cc(C(=O)NCCc3cccs3)ccc2c1OC	1	-0.7	i	0.5	-0.7	5	-8	-0.7	2
COc1cccc(-n2c(Cn3nc(C(F)F)cc3C(F)F)n[nH]c2=S)c1	-5	0.6	2	0.0	-0.5	-14	11	0.6	1
CC(=O)Nc1ccc(NC(=O)Cc2sc(-c3cccnc3)nc2-c2ccc(C)cc2)cc1	7	-0.1	-3	0.6	0.6	3	-22	1.9	10
Cc1cc(C)n2nc(C(=O)OCCOc3ccc(F)cc3)nc2n1	-5	0.8	-4	0.9	0.5	-7	10	-0.2	3
CCOc1ccccc1NC(=O)C(Sc1nnc2ccccn12)c1ccccc1 (centres undefined)	0	-0.5	-10	-0.5	-1.3	-4	14	0.3	5
N#Cc1sc2nc(C3CC3)cc(-c3ccc(Cl)cc3)c2c1N	1	-1.2	-67	-0.6	-1.5	0	76*	-0.8	5
CC[n+]1cccc(-c2nc3ccccc3s2)c1	34*	0.5	-56	0.5	2.0	-15	16	1.9	44*
O=C(O)CSc1nnc2c(n1)[nH]c1ccccc12	-2	0.5	-14	0.9	1.2	-20	12	2.6	4
O=[N+]([O-])c1ccc(NC(=S)NCCc2ccc(Cl)cc2)cc1	-1	1.2	68*	11	17	5	-18	-0.4	2
O=C(/C=C/c1ccc(F)cc1)c1ccccc1Br	2	0.6	29	0.8	-1.0	17	-1	2.1	11
CC(C)(C)SCCNC(=O)CSc1ccccc1	5	-0.3	·	-0.8	-0.8	-15	·	1.5	0
Cc1cc(NCC2CCCO2)n2c(nc3ccccc32)c1C#N (centres undefined)	3	-2.5	i	0.2	2.2	6	-19	1.5	6
COc1cc(NC(=O)c2c(Cl)cnn2C)c(OC)cc1Cl	0	0.5	i	0.1	0.3	-6	21	-0.5	2
Cc1ccc(NC(=O)c2ccccc2NC(=O)Cc2ccccc2)cc1	-4	-0.1	7	-0.5	-1.2	-20	-34	0.9	4
O=C(O)c1cc(NC(=O)c2ccccc2[N+](=O)[O-])ccc1O	-6	0.4	-35	1.1	4.2	-8	35	0.3	7
COCc1cccc(NC(=O)Cc2cccc3ccccc23)c1	0	0.0	-21	0.2	-0.2	-16	-7	0.5	1
COc1ccc(NC(=S)NN2CCN(C)CC2)cc1OC	-2	0.7	-11	-0.1	-0.3	-10	7	0.1	1
Fc1ccc(-c2csc(N3CCC(c4ccccc4)C3)n2)cc1 (centres undefined)	1	0.4	3	1.0	-0.5	-24	4	1.2	3
COC(=O)[C@@H]1CCCN1C(=O)CCc1nnc(CCc2c[nH]c3ccccc23)o1	4	0.5	10	0.2	1.7	-19	-10	0.7	2
CC1Cc2ccccc2N1S(=O)(=O)c1cccc(C(=O)N2CCN(c3ncccn3)CC2)c1 (centres undefined)	8	0.2	7	0.6	0.2	-7	0	0.5	8
O=C(Cn1c(-c2cscn2)nc2ccccc21)Nc1ccc(Cl)cc1	-1	-0.9	-48	0.0	-0.5	-26	8	-4.1	0
C=C(C)Cn1c(CCNC(=O)C(C)(C)C)nc2ccccc21	0	-0.8	9	0.5	-1.0	-2	9	0.4	6
Fc1ccccc1-c1nc(-c2cnccc2C(F)(F)F)no1	4	-0.3	22	-0.8	-0.4	1	-13	1.4	-2
CCN(Cc1ccncc1)Cc1nc(CC2CC2)no1	0	0.3	-5	0.2	1.4	-19	5	-0.3	6
Cc1ccc(C2=CSC3=NCCN23)c(C)c1	2	-0.5	1	0.5	1.8	-5	-6	1.1	1
Brc1ccc2c(c1)CNc1c(ncnc1N1CCOCC1)O2	0	0.4	-11	0.4	2.6	-1	-25	-0.4	2
CC(=O)N1CCC(=NNc2nc3ccccc3s2)CC1	0	-0.1	-10	0.1	0.8	-13	-21	2.1	7
O=C(O)CC1S/C(=N\N=C/c2ccccc2)N(c2ccc(O)cc2)C1=O (centres undefined)	3	-0.1	29	-0.1	0.6	-11	3	-0.6	9
CC(C)=CCc1c(C)nc2ccccc2c1C(=O)O	1	0.5	18	0.0	-0.2	-12	27	0.6	0
Cc1csc(C2=C(O)CN(c3ccc4c(c3)OCCOCCOCCOCCO4)C2=N)n1	-5	1.1	-4	-0.4	-0.7	-13	-12	-2.7	4
Cc1ccc(CNC(=O)CSc2c3c(nc4cc(Cl)ccc24)CCCC3)o1	-1	-0.3	27	-0.1	-1.5	21	30	2.1	0
COC(=O)c1c(C)[nH]c(C)c1-c1ccc([N+](=O)[O-])cc1	4	0.1	20	-1.5	-3.5	-7	1	1.1	3
Cn1nc(C(C)(C)C)c(NC(=O)c2sccc2Cl)c1C(C)(C)C	-6	-0.2	-9	-0.1	-0.8	5	12	0.9	1
COCCn1c(N)c(N(Cc2ccccc2)C(=O)c2oc3ccccc3c2C)c(=O)[nH]c1=O	1	-0.1	-38	0.6	0.8	3	21	1.6	7
O=S(=O)(Nc1ccncc1)c1ccccc1	3	0.3	-16	-0.2	-0.2	17	30	-1.0	3
COc1cccc(C(=O)Nc2nnc(-c3cccs3)o2)c1	-1	1.4	13	0.5	1.0	-6	8	-2.4	5
O=S(=O)(NCc1cccnc1)c1ccc(Cl)c(Cl)c1	-2	-1.0	-8	0.2	1.1	-9	30	-0.1	1
COc1ccc(C)cc1NC(=O)c1ccc(CN2CCN(c3ccccc3)CC2)cc1	0	-0.5	24	0.5	0.0	-19	-53	0.8	8
CCCc1cc(=O)oc2c(CN3CCCC3)c(O)ccc12	-1	-0.1	i	0.3	1.2	-7	-5	0.4	3
O=C1CCCC2=C1C1(CCCCC1)N=C(Nc1nc3ccccc3o1)N2	0	-0.1	-48	-0.6	-1.3	-16	24	0.3	4
CCOC(=O)c1c(C)oc(C)c(C(=O)OCC)c1=O	2	0.5	16	0.6	1.3	0	5	0.9	3
Cc1ccc(CNC(=O)CCCc2ccccc2)cc1	0	1.3	-12	0.3	-0.8	-10	-6	1.9	3
O=C(CCNS(=O)(=O)c1ccc(Cl)cc1)N1CCN(Cc2ccccc2)CC1	-4	-1.0	9	0.1	0.6	5	-24	1.6	2
Cc1ccc(S(=O)(=O)N2CCC(C(=O)N/N=C/c3ccccc3[N+](=O)[O-])CC2)cc1	0	0.7	-12	0.3	-1.1	4	-13	-0.1	3
CC1CCCC(NC(=O)COC(=O)c2ccc(N(C)C)cc2)C1C (centres undefined)	0	0.3	-4	-0.3	0.4	-14	-19	0.1	5
Cc1[nH]c2ccccc2c1SCC(=O)NNC(=O)Nc1ccc(OC(F)(F)F)cc1	-5	0.7	7	-0.2	0.2	-5	-42	3.2	-2
O=C(CN1CCCc2ccccc21)N/N=C/c1c(O)ccc2ccccc12	3	0.9	12	0.3	0.1	-14	-11	3.4	10
CC(=O)N1CCc2c(sc(NC(=O)C3CC3)c2-c2nc3ccccc3s2)C1	3	-1.1	-154	0.3	1.2	-21	19	1.0	4
CC(Sc1nncn1C)C(=O)Nc1ccc(Cl)cn1 (centres undefined)	1	0.9	11	0.5	-0.6	-1	8	1.1	5
COc1ccc2c(n1)Sc1nc3ccccc3nc1N2	-2	-1.7	-7	29*	57*	13	-31	0.3	1
Cc1cc(=O)oc(C)c1C(=O)N1CCN(Cc2ccc3c(c2)OCO3)CC1	-5	1.1	-4	0.9	1.4	19	-16	-3.3	-4
CC1CCCC(NC(=O)COC(=O)c2ccccc2Sc2ccccc2C#N)C1C (centres undefined)	-3	1.9	-8	0.4	-0.9	-17	2	1.7	0
NNC(=O)C1CC1c1ccccc1 (centres undefined)	-1	-0.2	-10	0.1	-0.7	-2	8	0.7	4
O=C(CSc1nnc(-c2cccs2)o1)NCC1CN(Cc2ccccc2)CCO1 (centres undefined)	3	-1.3	10	0.2	-0.1	15	6	-0.3	7
C/C(=N\NC(=O)c1ccccc1[N+](=O)[O-])c1c(O)cc(C)oc1=O	0	0.7	3	0.9	0.0	-8	-1	-0.7	6
O=C(CCC(=O)NNC(=O)Cc1ccccc1)NCc1ccccc1	0	0.6	-34	-0.3	0.6	-20	23	0.8	3

(cont.)
SMILES	Ba/F3 V617F tox	PERK inhibitor	Calpain2 inh	TRPML3 agonist	zfTRPN1 agonist	S1P4 antagonist	EP2 modulator	S1P4 agonist	BaF3 tox
COC(=O)c1cc(CSc2nnc(-c3ccccc3)c(-c3ccccc3)n2)oc1C	2	-0.9	5	-1.1	-0.3	2	39	0.2	6
CS(=O)(=O)Cc1cc(Sc2ccccc2)nc(-c2ccncc2)n1	8	0.2	27	0.1	-0.9	-4	-13	0.1	6
COc1cc(-c2nnc(Sc3ccc(C(F)(F)F)cc3[N+](=O)[O-])o2)cc(OC)c1OC	3	0.3	8	0.4	0.6	2	4	2.5	5
CCn1c(COc2cccc(C)c2)nc2ccccc21	-5	-0.1	-12	-1.1	-2.4	-30	17	3.5	-3
Cc1nc(NS(=O)(=O)c2ccccc2)sc1NC(=O)OC(C)C	-2	0.8	10	-0.5	0.0	-6	4	-0.5	7
CC(O)c1nc2ccccc2n1Cc1ccc([N+](=O)[O-])cc1 (centres undefined)	0	0.1	-5	0.5	-0.3	-8	9	-1.4	7
CC(=O)Nc1ccc(S(=O)(=O)Oc2cccc(/C=C3\SC(N)=NC3=O)c2)cc1	2	1.4	-42	0.5	1.8	-2	-100	-0.3	5
COc1ccc(Br)cc1C(=O)Nc1cccc(NC(=O)c2ccco2)c1	-1	-0.8	1	0.4	1.8	10	-12	-0.1	4
Cc1cc[n+](CC(=O)c2ccc(NC(=O)c3ccccc3)cc2)cc1	2	0.5	-14	0.8	-0.4	-21	24	1.4	7
O=C(c1cc2ncc(Br)cn2n1)N1CCCCC1	2	0.6	-11	0.3	-0.1	-19	20	1.7	10
N#CC1=C(SCC(=O)c2cc3ccccc3oc2=O)NC(=O)C(C#N)C12CCCC2 (centres undefined)	-1	1.1	·	4.3	7.8	2	·	-2.0	5
